Compound activity from PubChem BioAssay.
aDG glyco up: alpha-DG glycosylation activation; AID 624168; Pro5-aDG cells, alpha-DG glycosylation AlphaScreen (IIH6); 0% Pro5, 100% B10-LARGE cell signal; activation, % at 10 µM; actives 0.22% (n = 360,000);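 active = activation of at least 8% versus controls, or a plate z-score of at least 8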;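 also: Pro5 are CHO cells carrying HIG-tagged alpha-DG that lacks glycosylation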
Cardio protect: protects H9c2 cardiomyocytes from peroxide injury. H2O2 injury protection, ATPLite, 2 h. actives 0.63% (n = 360,000). protection from H2O2 cell death, % at 20 µM;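 active = compounds giving at least 50% protection of heart cells from peroxide-induced death in the single-dose screen, raw or plate-pattern-corrected value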;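 also: 0% = DMSO wells with peroxide and 100% = DMSO wells without peroxide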
Glyco luc inh: blocks N-linked glycosylation in D54 reporter cells; actives 0.23% (n = 360,000); D54 ERlucT glycosylation luciferase reporter, 24 h; percent of 100 nM tunicamycin response; reporter increase, % at 12.5 µM; AID 588692;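 active = mean luciferase reporter signal, scaled so untreated is 0 and the glycosylation-blocking control 100, at or above a set limit in every replicate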;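 also: luciferase carries N-glycosylation sites so blocking glycosylation raises the light; 0% = median of neutral control wells and 100% = median of 100 nM tunicamycin wells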
ABHD5 PLIN5 PPI: inhibitors of human ABHD5-perilipin-5 interaction; Q00G26+Q8WTS1; Split G. princeps luciferase complementation, luminescence, 4 h; inhibition, % at 4 µM; actives 0.78% (n = 360,000);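 active = inhibition above the mean inhibition across every tested compound plus 3 SD, cut at about 22% in these data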;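 also: 0% = DMSO only wells and the 100% control is not disclosed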
HTR2A ag: activates the mouse 5-HT2A serotonin receptor; P35363; CHO-K1 mHTR2A beta-arrestin complementation, luminescence; percent of 30 µM serotonin response; activation, % at 7.6 µM; actives 0.66% (n = 360,000); AID 624169;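 active = activation above a run cutoff, the mean activation of all tested compounds plus 3 SD, cut at about 14% in these data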;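 also: 0% = plate median of compound wells and 100% = 30 µM serotonin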
MC4R barr agon: activates human MC4R beta-arrestin recruitment. P32245. actives 0.98% (n = 360,000). activation, % at 8.9 µM. U2OS MC4R beta-arrestin complementation, luminescence; percent of melanotan II response, DMSO zero;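 active = activation above a per-plate cutoff, the mean activation of sample wells on that plate plus 3 SD, cut at about 8% in these data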
MC4R antagonist: blocks human MC4R cAMP signaling; MC4R-expressing cells, MTII-stimulated cAMP, LANCE TR-FRET; actives 0.48% (n = 360,000); AID 540295; inhibition, % at 6.5 µM;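 active = inhibition above its plate's cutoff, the mean of tested wells on that plate plus 3 SD, cut at about 29% in these data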;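 also: 0% = Melanotan II alone and 100% = Melanotan II plus saturating MCL0020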
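material = U2OS cells stably expressing human melanocortin 4 receptor (MC4R) | also added = Melanotan II challenge | dosing = single nominal compound dose of 6.5 µM | detection = TR-FRET with Eu-cAMP and labeled anti-cAMP, 671 nm | replication = singlicate | timing = compound 30 min, challenge 1 h, detection 1 h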
Granule exo inh: lytic granule exocytosis inhibition; TALL-104 LAMP-1 surface exposure, flow cytometry; cells stimulated with thapsigargin and PMA; inhibition, % at 10 µM; actives 0.66% (n = 360,000);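 active = inhibition above about 55%, limit read from the data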
hiPSC survival: hiPSC single-cell survival enhancement; AID 602274; actives 0.044% (n = 360,000); survival enhancement, % at 20 µM; ATPlite luminescence; 100% = ROCK inhibitor wells, 0% = DMSO; in the data active = survival enhancement above about 18%;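 also: cells exposed to compounds for 16 hours before the ATP read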
ABCB6 inh 2: blocks the human ABCB6 transporter. actives 0.19% (n = 360,000). AID 602162. fluorescence ratio to DMSO, % at 10 µM. K562-ABCB6 porphyrin accumulation, flow cytometry, 1 h; stronger effect = lower value. Q9NP58;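 active = fluorescence ratio to DMSO below 75%, the collection mean minus 3 SD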;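 also: signal is porphyrin accumulated inside mitochondria; 100% equals median channel fluorescence of DMSO control wells; lower ratio means ABCB6 inhibition with less porphyrin fluorescence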
Target sequence (Q9NP58 whole entry, looked up): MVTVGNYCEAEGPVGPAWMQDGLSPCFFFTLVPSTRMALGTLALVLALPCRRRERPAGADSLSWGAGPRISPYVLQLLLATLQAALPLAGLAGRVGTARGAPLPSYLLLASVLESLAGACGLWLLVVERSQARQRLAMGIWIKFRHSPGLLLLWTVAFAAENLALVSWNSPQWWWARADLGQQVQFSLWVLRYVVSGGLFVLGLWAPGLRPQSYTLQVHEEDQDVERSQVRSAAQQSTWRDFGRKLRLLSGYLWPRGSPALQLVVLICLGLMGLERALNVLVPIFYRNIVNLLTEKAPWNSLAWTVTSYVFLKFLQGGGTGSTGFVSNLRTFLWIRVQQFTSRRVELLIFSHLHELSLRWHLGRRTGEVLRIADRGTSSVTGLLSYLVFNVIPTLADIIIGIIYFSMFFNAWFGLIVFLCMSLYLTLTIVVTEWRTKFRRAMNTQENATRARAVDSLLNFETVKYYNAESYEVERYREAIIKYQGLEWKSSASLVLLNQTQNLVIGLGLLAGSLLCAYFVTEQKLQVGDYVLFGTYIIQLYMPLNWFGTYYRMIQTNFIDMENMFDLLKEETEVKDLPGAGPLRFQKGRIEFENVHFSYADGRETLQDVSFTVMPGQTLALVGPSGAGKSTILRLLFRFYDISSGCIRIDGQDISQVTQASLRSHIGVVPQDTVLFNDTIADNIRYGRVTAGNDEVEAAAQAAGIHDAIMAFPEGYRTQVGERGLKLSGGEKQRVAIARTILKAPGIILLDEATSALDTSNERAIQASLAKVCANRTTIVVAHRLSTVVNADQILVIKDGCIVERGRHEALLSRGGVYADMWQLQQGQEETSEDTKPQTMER
* = called active by the depositor; / = not tested or not shown.

SMILES	aDG glyco up	Cardio protect	Glyco luc inh	ABHD5 PLIN5 PPI	HTR2A ag	MC4R barr agon	MC4R antagonist	Granule exo inh	hiPSC survival	ABCB6 inh 2
CC1(C(=O)O)CCCN(C(=O)c2ccc(F)cc2Cl)C1 (stereo not drawn)	0.3	17	2	5	4	-1.1	1	3	1.2	105
Cc1ccc(-c2csc(NC(=O)/C=C/c3ccco3)c2C(=O)O)cc1	0.5	-4	-6	5	1	-2.2	-2	-2	-0.4	104
CCNC(=O)NC(=O)C(C)Sc1ncc(C(F)(F)F)cc1Cl (stereo not drawn)	0.6	2	0	-3	-2	1.3	28	1	-1.8	91
O=C(O)c1ccc(NS(=O)(=O)c2cccc(C(=O)Nc3ccccc3[N+](=O)[O-])c2)cc1	-0.1	4	0	-1	0	-1.7	-9	8	-0.1	97
COc1ccc(OC)c(NC(=O)N2CCCC(C)C2)c1 (stereo not drawn)	0.0	-5	1	1	-4	-2.5	-1	6	-0.4	95
COc1ccccc1C(=O)NCCC(=O)NNC(=O)C1COc2ccccc2O1 (stereo not drawn)	-0.1	-3	2	-2	-5	-1.1	14	1	-0.4	104
COC(=O)C1CSC(C(=O)OC)N1C(=O)Nc1ccccc1 (stereo not drawn)	0.3	3	2	1	5	1.0	4	2	-1.7	98
CC(=O)Nc1cccc(/C(C)=N/NC(=O)c2ccc(CN3CCOCC3)cc2)c1	0.3	10	-2	-4	-2	-1.5	11	0	1.9	106
Cc1cccc(NC(=O)c2cccc(S(=O)(=O)Nc3ccccc3C(=O)O)c2)c1	0.0	1	1	0	7	0.1	-1	-7	-0.5	100
C=CCNC(=O)c1ccc(Cn2c(=S)[nH]c3cc4c(cc3c2=O)OCO4)cc1	0.6	-4	-5	-1	2	1.2	12	-4	1.3	95
Cc1ncoc1C(=O)N1CCCC(C(=O)c2ccc(C(F)(F)F)cc2)C1 (stereo not drawn)	0.1	0	0	1	-1	-1.3	1	0	1.9	97
COc1ccc(OC)c(NC(=O)c2csc(Cl)c2OC)c1	0.1	-2	3	1	-2	5.8	5	50	-0.4	94
CCc1ccc(/C=C2/SC(=S)N(CC(=O)Nc3nc4ccccc4s3)C2=O)cc1	1.1	-7	2	-6	2	-0.5	2	-1	-1.9	110
Cc1ccc(NC(=O)C2CCN(S(=O)(=O)c3cccs3)CC2)cc1	0.1	-3	-1	-2	0	-0.7	15	-1	-0.4	97
COCCn1c(-c2ccccc2)cnc1N	-0.2	8	2	7	-2	1.1	-2	-5	5.4	99
NC(=O)c1nsc(C(=O)N(Cc2cccnc2)C(C(=O)NCc2ccc(F)cc2)c2ccc(O)cc2)c1N (stereo not drawn)	-0.1	16	1	-8	0	-3.0	2	-10	0.3	94
COC(=O)c1sc(N)c(C(=O)OC)c1CSc1nnnn1C	-0.3	26	0	3	0	-1.3	9	-2	2.4	96
Cc1ccc(C(=O)N2CCOCC2)cc1[N+](=O)[O-]	-0.3	12	2	5	3	-0.1	-4	0	-0.3	96
O=C(CCc1nnc(CCCCc2ccccc2)o1)NCCC1CCCCO1 (stereo not drawn)	0.1	2	0	-3	2	-1.9	12	-4	0.2	97
Cc1ccc(Nc2nc(NCCCN3CCOCC3)nc(N)c2[N+](=O)[O-])cc1	0.5	7	10	-5	0	1.8	9	2	-0.4	100
Cc1cccc(OCCSc2cc(C)nc(N)n2)c1	0.0	-9	-1	0	3	-0.2	6	4	4.7	108
COC(CNS(=O)(=O)c1ccc(Cl)cc1)c1ccccc1 (stereo not drawn)	-0.2	5	-2	4	0	1.2	1	7	-0.7	99
Cc1noc(C)c1COC(=O)c1cccc(S(=O)(=O)N2CCOCC2)c1	0.1	-4	-3	-6	-7	-3.0	10	-2	-0.3	101
O=C(/C=C/[C@H]1O[C@@H](n2cnc3c(NC(=O)c4ccccc4)ncnc32)[C@H](O)[C@@H]1O)NCc1ccco1	0.1	6	4	-2	3	/	/	-2	1.8	98
Cc1cc(C(=O)CCC(=O)N2CCN(S(=O)(=O)c3ccccc3)CC2)c(C)s1	-0.4	0	-1	-9	-6	-1.4	-1	4	0.1	98

Sorted by SMILES length (rising): three of the compounds above.
SMILES	aDG glyco up	Cardio protect	Glyco luc inh	ABHD5 PLIN5 PPI	HTR2A ag	MC4R barr agon	MC4R antagonist	Granule exo inh	hiPSC survival	ABCB6 inh 2
COc1ccc(OC)c(NC(=O)N2CCCC(C)C2)c1 (stereo not drawn)	0.0	-5	1	1	-4	-2.5	-1	6	-0.4	95
COC(CNS(=O)(=O)c1ccc(Cl)cc1)c1ccccc1 (stereo not drawn)	-0.2	5	-2	4	0	1.2	1	7	-0.7	99
CCc1ccc(/C=C2/SC(=S)N(CC(=O)Nc3nc4ccccc4s3)C2=O)cc1	1.1	-7	2	-6	2	-0.5	2	-1	-1.9	110

Back to the main list; the four compounds before the break are reprinted first.
SMILES	aDG glyco up	Cardio protect	Glyco luc inh	ABHD5 PLIN5 PPI	HTR2A ag	MC4R barr agon	MC4R antagonist	Granule exo inh	hiPSC survival	ABCB6 inh 2
COC(CNS(=O)(=O)c1ccc(Cl)cc1)c1ccccc1 (stereo not drawn)	-0.2	5	-2	4	0	1.2	1	7	-0.7	99
Cc1noc(C)c1COC(=O)c1cccc(S(=O)(=O)N2CCOCC2)c1	0.1	-4	-3	-6	-7	-3.0	10	-2	-0.3	101
O=C(/C=C/[C@H]1O[C@@H](n2cnc3c(NC(=O)c4ccccc4)ncnc32)[C@H](O)[C@@H]1O)NCc1ccco1	0.1	6	4	-2	3	/	/	-2	1.8	98
Cc1cc(C(=O)CCC(=O)N2CCN(S(=O)(=O)c3ccccc3)CC2)c(C)s1	-0.4	0	-1	-9	-6	-1.4	-1	4	0.1	98
CCOc1ccc(Br)cc1S(=O)(=O)Nc1ccc(Cl)c(S(=O)(=O)N(C)C)c1	0.0	-14	-1	-2	-2	-1.1	3	1	-0.6	88
COCCCNC(=O)C1CCN(c2ncccn2)CC1	0.2	2	0	3	3	-1.3	5	11	1.6	105
Cc1ccc(C)n1-c1nc(=S)[nH][nH]1	0.4	0	3	4	10	-0.5	-2	0	3.4	95
CCNc1nc2c(c(=O)[nH]c(=O)n2C)n1Cc1ccc(F)cc1	0.4	0	3	5	-4	-0.6	0	6	-0.2	100
O=c1c2cc3c(=O)n(-c4ccccc4O)c(=O)c3cc2c(=O)n1-c1ccccc1O	0.8	-18	3	-9	5	-1.6	7	-6	1.9	102
COc1ccc(NC(=O)Nc2ccc3c(c2)C(=O)N([C@H](C)CO)C[C@H](C)[C@@H](CN(C)Cc2ccc(Cl)c(Cl)c2)OCCCC[C@@H](C)O3)cc1	1.0	-11	-8	10	-4	-0.4	9	7	1.1	91
COc1ccc(C(C)NC(=O)C23CC4CC(CC(C4)C2)C3)cc1 (stereo not drawn)	-0.1	-3	-1	-9	2	1.4	3	-4	-0.7	101
Cc1cccc(N2CCN(CC(O)COCc3cccs3)CC2)c1C (stereo not drawn)	-0.1	1	3	5	12	-0.1	-2	6	2.8	97
CC(NC(=O)c1ccccc1Br)c1ccc2c(c1)CCCC2 (stereo not drawn)	-0.1	-9	-1	-8	-3	4.4	11	0	-1.8	95
CC1CC(C)CN(CCCNC(=O)c2cn(C)c3ccc(S(=O)(=O)N4CCCC4)cc3c2=O)C1 (stereo not drawn)	0.1	-1	2	2	2	0.7	-2	-3	0.6	95
O=C(Nc1c(C(=O)N2CCOCC2)cnn1-c1ccccc1)c1ccco1	0.0	4	3	8	0	-0.9	-5	1	-0.5	100
O=C(N/N=C/c1cc2cc3c(cc2nc1Cl)OCCO3)c1ccccc1O	-0.3	19	1	-5	3	2.2	16	23	11	101
CNc1nc(-c2ccc3c(c2)CCN3C(=O)c2ccc(F)cc2)cs1	0.1	-4	-1	-10	-1	-1.0	19	-3	-2.8	108
Cc1ccc(-n2ncc(C#N)c2N)cc1	0.3	-1	1	0	0	-1.1	-6	2	-0.3	99
COCCCNC(=O)CS(=O)(=O)Cc1nc(-c2cccc(OC)c2)oc1C	-0.5	0	0	-6	-7	-0.8	-1	3	-1.9	95
CC(=O)Nc1ccc(NC(=S)NC(=O)/C=C/c2ccco2)cc1	-0.2	2	1	8	-1	0.1	14	0	1.2	102
Cc1cc(C)cc(NC(=S)N2CCN(CCO)CC2)c1	-0.2	-2	3	4	8	-1.2	2	2	-1.6	92
S=c1[nH]nc(CCc2nc3ccccc3[nH]2)n1-c1cccc(Cl)c1	0.3	-3	0	2	2	-1.1	14	-8	0.1	102
CC(=O)Nc1cccc(NC(=O)CSc2nc(=O)n(CCN3CCOCC3)c3c2CCCC3)c1	-0.2	0	4	-8	0	-2.0	11	1	-0.4	94
CCN1C(=O)CS/C1=C(\C#N)S(=O)(=O)c1ccccc1	0.3	10	-1	-9	-5	-1.1	-2	13	2.4	143
c1ccc(CCCCc2ccncc2)cc1	-0.1	4	-3	6	-4	-1.3	3	-4	-2.4	101
N=c1c2cn[nH]c2nc(SCC(=O)c2ccc(Br)cc2)n1-c1ccc(Br)cc1	0.1	4	2	1	1	0.1	8	3	0.1	97
C=CCC[C@@H](Cc1ccc(F)cc1)C(=O)OC[C@H](C)NC(=O)[C@H](CC=C)CC(=O)N(CCO)Cc1ccccc1	0.2	0	-2	8	-1	1.6	2	0	-2.2	91
COC(=O)c1sc(=S)sc1C(=O)OC	0.0	9	-2	-19	0	-1.0	1	-2	-0.5	100
Cc1cccc(C)c1NS(=O)(=O)c1ccc(F)cc1	0.4	-9	1	-5	-1	-0.9	-3	1	-4.3	108
(cont.)
SMILES	aDG glyco up	Cardio protect	Glyco luc inh	ABHD5 PLIN5 PPI	HTR2A ag	MC4R barr agon	MC4R antagonist	Granule exo inh	hiPSC survival	ABCB6 inh 2
O=C(CCCOc1ccc(Cl)cc1Cl)NCCCO	0.0	4	1	3	7	-2.0	3	2	3.3	104
O=c1c2c(-c3ccc(Cl)cc3)csc2nc2n1CCC2	0.0	3	-3	9	1	0.1	-3	-1	-0.7	94
CCc1nc2cc(C)nn2c2nc3ccccc3n12	0.4	10	6	-6	0	1.3	-4	-1	-1.7	103
COc1nc(C)nc2c1sc(=S)n2C	-0.1	4	1	-3	0	0.1	7	-2	2.9	80
O=C(NCc1ccc(Cl)cc1)C1CCCN1C(=O)Nc1ccccc1 (stereo not drawn)	0.0	11	1	5	-2	-1.5	4	2	0.1	93
CS(=O)(=O)c1ccc2nc(NC(=O)CS(=O)(=O)Cc3ccccc3)sc2c1	-0.4	0	1	-3	-1	-2.6	12	1	-2.2	88
